# hgDAF12 agonist: H. glycines DAF-12 receptor agonists, primary screen, cell-based, luminescence, HEK293, GAL4 fusion, UAS-luciferase; HEK293 GAL4-hgDAF12 UAS-luciferase reporter, agonist luminescence; normalized to butyrate control; activation, % at 6.8 µM; actives 1.8% (n = 370,000);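 active = activation above a cutoff set at the mean of all screened compounds plus 3 SD, cut at about 10% in these data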;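 also: 0% = DMSO wells and 100% = sodium butyrate wells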
# DAX1 inh-1: DAX1 (NR0B1) inhibitors on StAR promoter, primary screen, cell-based, luminescence, SF-1 (NR5A1), full-length DAX-1 | HEK293T StAR-luciferase reporter, SF-1/DAX-1 repression relief | inhibition, % at 6.8 µM | actives 1.1% (n = 370,000) | AID 652010, 2013;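 active = inhibition above the mean over all tested compounds plus 3 SD, cut at about 3.6% in these data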;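 also: 0% = DAX-1 cells with DMSO and 100% = cells lacking DAX-1 with DMSO; higher inhibition means more luminescence from relief of DAX-1 repression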
# FXN GAA850 act: FXN promoter activators, primary screen, cell-based, luciferase luminescence, HEK293 lucGAA850. actives 0.56% (n = 360,000). activation, % at 6 µM. HEK293 lucGAA850 FXN promoter luciferase reporter, 24 h; percent of 10 µM SAHA response;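 active = activation above the average of all compounds screened plus 3 SD, cutoff fixed separately per campaign, cut at about 7.5% in these data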;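 also: 0% = DMSO wells and 100% = 10 µM SAHA wells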
# DAX1 inh-2: DAX1 (NR0B1) inhibitors, primary screen, cell-based, HEK293, Gal4-DAX1, luciferase luminescence | actives 0.99% (n = 340,000) | HEK293 Gal4-DAX1 luciferase reporter | inhibition, % at 6.75 µM | AID 504766, 2011;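 active = inhibition above the mean over all tested compounds plus 3 SD, cut at about 4.2% in these data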;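 also: 0% = DAX1-transfected cells with DMSO and 100% = empty-vector control cells with DMSO; inhibition shows as a rise in luminescence from relieved DAX1 repression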
# hcDAF12 agonist: H. contortus DAF-12 nuclear receptor activators, primary screen, cell-based, luminescence, HEK293, lit1-tk-luc reporter | HEK293 hcDAF-12 lit1-tk-luc reporter; 0% DMSO, 100% Δ7-dafachronic acid | activation, % at 6.8 µM | actives 1.4% (n = 370,000);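 active = activation above the mean of all tested compounds plus 3 SD, cut at about 5.5% in these data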;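 also: 100% = response to 3 µM Δ7-dafachronic acid high control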
# ADAM10 inh: human ADAM10 inhibitors, primary screen, biochemical, QFRET, HTS | actives 0.62% (n = 370,000) | inhibition, % at 7 µM | Disintegrin and metalloproteinase domain-containing protein 10 (Homo sapiens), O14672 | recombinant ADAM10, EDANS/DABCYL FRET peptide cleavage, 3 h;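 active = inhibition above a per-campaign cutoff equal to the mean of compounds falling between control-based bounds plus 3 SD, cut at about 20% in these data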;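 also: 0% = DMSO wells while the 100% control is not disclosed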
# ssDAF12 agonist: S. stercoralis DAF-12 nuclear receptor activators, primary screen, cell-based, luminescence, HEK293, GRIP1 co-expression, lit1-tk-luc; Nuclear hormone receptor DAF-12 (Strongyloides stercoralis); HEK293 ssDAF-12/GRIP1 lit1-tk-luc reporter; % of 3 µM dafachronic acid response; activation, % at 6.8 µM; actives 1% (n = 370,000); AID 652126, 2013;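 active = activation above the mean over all tested compounds plus 3 SD, cut at about 0.9% in these data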;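 also: 0% = DMSO-only wells and 100% = 3 µM delta7-dafachronic acid wells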
# NPR2 activator: human GC-B receptor activators, primary screen, HEK293 GC-B cells, cGMP TR-FRET, EC30 CNP; Atrial natriuretic peptide receptor 2 (Homo sapiens), P20594; 0% at EC30 CNP, 100% saturating CNP; activation, % at 10 µM; actives 0.11% (n = 370,000); AID 1920062, 2024;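 active = activation at 10 µM reaching about 35% in either raw or pattern-adjusted values, limit read from the data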
# Target sequence (P20594 whole entry, looked up): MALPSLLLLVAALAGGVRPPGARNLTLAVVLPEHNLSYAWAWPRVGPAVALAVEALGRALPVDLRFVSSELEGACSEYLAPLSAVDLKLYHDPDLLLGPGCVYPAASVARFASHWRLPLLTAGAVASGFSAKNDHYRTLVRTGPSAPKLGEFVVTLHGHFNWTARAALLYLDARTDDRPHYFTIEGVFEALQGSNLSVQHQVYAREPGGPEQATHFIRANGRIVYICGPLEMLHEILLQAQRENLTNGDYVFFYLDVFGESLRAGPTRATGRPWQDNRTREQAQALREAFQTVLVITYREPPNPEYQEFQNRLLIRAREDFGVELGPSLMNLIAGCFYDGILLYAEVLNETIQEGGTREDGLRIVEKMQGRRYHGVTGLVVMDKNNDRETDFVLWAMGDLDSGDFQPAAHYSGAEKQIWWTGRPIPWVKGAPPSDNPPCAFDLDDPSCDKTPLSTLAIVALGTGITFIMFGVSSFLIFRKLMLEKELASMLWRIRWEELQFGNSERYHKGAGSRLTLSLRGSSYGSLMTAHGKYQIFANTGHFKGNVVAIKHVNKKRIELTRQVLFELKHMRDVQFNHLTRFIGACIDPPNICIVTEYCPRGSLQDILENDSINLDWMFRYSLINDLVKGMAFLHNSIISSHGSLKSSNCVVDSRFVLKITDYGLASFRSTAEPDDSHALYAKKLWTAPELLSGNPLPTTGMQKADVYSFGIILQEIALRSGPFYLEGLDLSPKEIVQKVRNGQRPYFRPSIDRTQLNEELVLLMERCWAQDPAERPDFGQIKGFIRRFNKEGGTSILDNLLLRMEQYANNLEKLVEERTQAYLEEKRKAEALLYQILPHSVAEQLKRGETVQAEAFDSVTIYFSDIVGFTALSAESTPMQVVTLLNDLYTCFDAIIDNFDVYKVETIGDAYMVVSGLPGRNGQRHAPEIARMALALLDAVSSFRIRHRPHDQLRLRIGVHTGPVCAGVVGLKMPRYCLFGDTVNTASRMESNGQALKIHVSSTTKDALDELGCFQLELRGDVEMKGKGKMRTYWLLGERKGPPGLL
# SMARCA2 activ: SMARCA2 (BRM) function activators, primary screen, cell-based, luminescence, high throughput. MG213 cells, MMTV-luciferase reporter, dexamethasone, overnight. activation, % at 9.1 µM. actives 1% (n = 370,000). AID 652017, 2013; in the data active = activation above about 7.8%;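 also: 0% = vehicle wells and 100% = reference activator wells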
# GC-A act: GC-A stimulated cGMP production enhancers – HEK293 GC-A cells, cGMP TR-FRET, EC30 ANP, primary screen | Atrial natriuretic peptide receptor 1 (Homo sapiens), P16066 | 0% at EC30 ANP, 100% saturating ANP | activation, % at 10 µM | actives 0.14% (n = 370,000) | AID 1671463, 2021; in the data active = activation above about 40%
# HGIII-sPLA2 inh: human group III sPLA2 inhibitors, primary screen, biochemical, QFRET, BODIPY PC-A2 liposome substrate | Group 3 secretory phospholipase A2 (Homo sapiens), Q9NZ20 | QFRET BODIPY PC-A2 liposome hydrolysis, fluorescence | actives 0.56% (n = 370,000) | AID 743126, 2013 | inhibition, % at 12.2 µM;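 active = inhibition above mean plus 3 SD of compounds lying within the high and low control bounds, cut at about 19% in these data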;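 also: 0% = median of test compound wells and 100% = no enzyme DMSO wells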
# The depositor's hits bear a star; i = inactive; . = no result given.
SMILES,hgDAF12 agonist,DAX1 inh-1,FXN GAA850 act,DAX1 inh-2,hcDAF12 agonist,ADAM10 inh,ssDAF12 agonist,NPR2 activator,SMARCA2 activ,GC-A act,HGIII-sPLA2 inh
Cc1ccc(CNC(=O)C2CCN(c3nn4c(=O)cc(C)nc4s3)CC2)cc1,2.2,-0.9,1.9,0.6,2.5,-3,-0.9,4,-2,2,-6
CCCN(CCC)S(=O)(=O)c1ccc(C(=O)Nc2nc3c(s2)CCc2ccccc2-3)cc1,1.0,-0.8,1.3,-1.4,-2.6,0,-2.0,5,-1,3,2
CS(=O)(=O)c1nc(-c2ccc(Br)cc2)cc(-c2ccccc2)c1C#N,-1.8,0.1,-1.7,0.9,-1.0,-12,-1.4,13,2,23,0
CCc1nn(C(CC)C(=O)NCC(C)c2ccccc2)c(=O)c2cc3occc3n12 (centres undefined),0.7,-0.4,-0.5,0.1,-1.7,-16,-0.4,-10,-5,-28,-2
COc1cccc(CN(C)CC(=O)Nc2sc3c(c2C#N)CCC3)c1,-1.3,-0.7,1.7,0.0,-2.8,6,-1.6,-4,5,0,3
Cc1nc(N2CCN(c3ccccn3)CC2)c2c(C)c(C(=O)Nc3c(C)cc(Br)cc3C)sc2n1,-2.0,0.3,0.4,0.3,0.6,7,-0.9,-4,-2,-4,3
Cc1c(NC(=O)C(C)N2C(=O)NC3(CCC(C)CC3)C2=O)c(=O)n(-c2ccccc2)n1C (centres undefined),-3.5,-0.5,-3.1,-0.2,-0.4,6,-1.8,-7,0,-1,-2
O=C(O)c1ccccc1CSc1ncn[nH]1,-0.5,-0.3,1.6,2.0,-0.8,-6,-1.0,3,-5,3,10
CCCCC(CC)COP(=O)(OCC(CC)CCCC)OCC(CC)CCCC (centres undefined),-1.6,0.3,1.7,1.0,-0.4,-5,-1.6,-2,-1,2,-2
CCC(C)(C)C1CCC(=NNC(=S)Nc2cccnc2)CC1 (centres undefined),3.2,0.2,2.9,2.4,0.6,2,-1.6,-5,0,-2,8
Cc1nnc(C)c2c(C)n(-c3ccc(Cl)c(N)c3)c(C)c12,-1.6,-0.2,2.3,0.4,1.3,-3,-0.8,2,-3,1,-4
COC(=O)c1ccc2nc(C(C)(C)C)c(Cc3ccc(OC)cc3C)n2c1,7.5,0.8,.,.,-2.4,-20,-1.1,0,-1,-5,-12
COc1ccc(NC(=O)c2c([N+](=O)[O-])c(C(C)(C)C)nn2C)cc1,2.0,-0.9,1.8,1.2,-1.4,-1,-0.5,-1,-5,0,0
O=C(c1cc2cc(Cl)ccc2o1)N1CCCCCC1,7.2,2.5,1.9,0.0,1.1,-8,-0.6,-4,1,0,5
CCOC(=O)c1nnn(-c2nonc2N)c1-c1ccccc1,-0.5,-1.0,-1.2,-0.6,-0.1,4,-1.1,8,-1,0,-11
CCC(=C(c1ccc(OC)cc1)c1ccc(OC)cc1)c1cn(CC(O)CN2CCN(C)CC2)c2ccccc12 (centres undefined),-1.1,-0.3,-0.8,-1.2,-1.0,25*,-1.6,-6,-2,-3,16
Cc1noc(C)c1CSc1cc(C)c2ccccc2n1,-1.3,-0.3,3.4,3.1,-0.6,6,-2.2,-2,1,-15,-7
O=C(O)CCCCn1c(SCC(=O)Nc2ccccc2C(F)(F)F)nc2ccsc2c1=O,-2.1,-0.3,1.7,0.0,-0.1,-5,-0.7,0,-1,2,7
COc1ccc(CCNC(=O)Nc2ccc3c(c2)c(=O)n(C)n3Cc2ccc(Cl)cc2)cc1OC,-0.4,-1.7,-1.3,.,-2.3,i,-0.9,2,-4,2,-14
CC1(C)Cc2c(cnn2-c2cccc(F)c2)C(NC(=O)CN2CCCC2=O)C1 (centres undefined),2.1,0.3,1.6,0.0,3.5,-9,-0.8,2,-1,0,4
CC1CCN(S(=O)(=O)c2ccc3c(c2)N(CC(=O)NCCCOC(C)C)C(=O)CO3)CC1,1.9,-0.1,0.6,-0.1,1.9,5,-1.5,-5,0,2,-2
CN(CC(=O)Nc1c(Cl)cccc1Cl)C(=O)Cc1ccc2c(c1)CCC2,-2.1,0.3,-0.2,-2.5,-0.5,-1,-1.2,-3,-1,1,-10
O=C(NNC(=O)c1sccc1-n1cccc1)Nc1ccccc1,0.9,0.0,0.8,3.9,1.6,-2,-1.1,2,-2,4,3
O=C(/C=C/c1ccccc1)NCC(=O)N/N=C/c1ccco1,-1.8,0.2,2.3,0.1,-0.6,5,-0.8,3,-2,-1,-6
CCc1ccc(NC(=O)COc2ccc(/C=C(/C#N)c3nc4ccccc4[nH]3)cc2OC)cc1,1.3,0.0,3.9,-0.9,-3.8,-31,-1.1,-2,3,-1,-9

# A few values from the entries so far:
# CCOC(=O)c1nnn(-c2nonc2N)c1-c1ccccc1 – hgDAF12 agonist: -0.5
# O=C(c1cc2cc(Cl)ccc2o1)N1CCCCCC1 – hgDAF12 agonist: 7.2
# CCC(C)(C)C1CCC(=NNC(=S)Nc2cccnc2)CC1 (centres undefined) – SMARCA2 activ: 0
# O=C(/C=C/c1ccccc1)NCC(=O)N/N=C/c1ccco1 – GC-A act: -1

# Another view of part of the listing above:
SMILES | hgDAF12 agonist | DAX1 inh-1 | FXN GAA850 act | DAX1 inh-2 | hcDAF12 agonist | ADAM10 inh | ssDAF12 agonist | NPR2 activator | SMARCA2 activ | GC-A act | HGIII-sPLA2 inh
Cc1nnc(C)c2c(C)n(-c3ccc(Cl)c(N)c3)c(C)c12 | -1.6 | -0.2 | 2.3 | 0.4 | 1.3 | -3 | -0.8 | 2 | -3 | 1 | -4
COC(=O)c1ccc2nc(C(C)(C)C)c(Cc3ccc(OC)cc3C)n2c1 | 7.5 | 0.8 | . | . | -2.4 | -20 | -1.1 | 0 | -1 | -5 | -12

# (list continues)
SMILES,hgDAF12 agonist,DAX1 inh-1,FXN GAA850 act,DAX1 inh-2,hcDAF12 agonist,ADAM10 inh,ssDAF12 agonist,NPR2 activator,SMARCA2 activ,GC-A act,HGIII-sPLA2 inh
Cc1cccc(NS(=O)(=O)c2ccc3c(c2)Cc2cc(S(=O)(=O)Nc4cccc(C)c4C)ccc2-3)c1C,-3.9,-0.6,-0.2,-1.9,-2.7,18,-1.3,1,-4,4,-14
Cc1[nH]c(=O)c(C#N)c(C)c1CCC(=O)Nc1cc(S(C)(=O)=O)ccc1Cl,0.3,0.2,-1.5,-0.7,-1.0,-7,-1.3,0,2,1,-5
CCOC(=O)c1c(NC(=O)CSc2nncs2)sc(C)c1-c1ccccc1,-2.1,-0.3,5.0,-2.0,-4.1,13,-1.8,-7,-2,-4,-40
CC(=O)Nc1ccc(Oc2cc(C#N)c(C#N)cc2N2CCOCC2)cc1,0.8,0.6,0.0,0.4,-0.6,-3,-0.4,-8,1,-2,5
CCCN(c1ccc(C(C)C)cc1)S(=O)(=O)c1c(C)noc1C,-1.1,-0.5,0.2,0.2,-2.2,8,0.3,-3,-5,-6,3
C=CCn1c(=O)c(C(=O)NCCc2ccccc2)c(O)c2ccccc21,0.2,1.0,-1.1,1.3,0.3,-7,-0.7,-1,-2,3,7
CCOC(=O)[C@]12CCCCC/C=C\1N(Cc1ccc(OC)cc1)C(=O)[C@H]2CC(=O)N1CCOCC1,4.1,-0.4,.,.,4.2,3,-1.0,7,-4,-2,-2
CCOC(=O)C1=C(N)OC2=C(C(=O)CCC2)C1c1cccnc1 (centres undefined),0.7,0.0,1.9,-0.1,-1.2,-12,-0.8,-1,1,-3,0
CCNC(=O)/C(=C\c1ccccc1)NC(=O)/C=C/c1ccccc1,-1.4,-0.5,-2.7,-0.5,0.0,1,-1.6,-2,-2,4,5
CN(C)CCNc1oc(COc2ccc(Cl)cc2Cl)nc1C#N,-2.0,0.3,2.5,1.3,-0.9,-34,-1.4,-5,0,2,-3
COc1ccc(C2C(C(=O)c3ccco3)=C(O)C(=O)N2CC2CCCO2)cc1 (centres undefined),0.0,0.2,0.0,-0.4,-0.6,-5,-1.3,3,-3,6,2
CC(C)(C)c1ccccc1OCCCCCn1ccnc1,-1.1,-0.7,-1.0,-0.4,-0.8,18,-1.5,-2,-3,2,-21
COc1ccc(-n2c(Cc3cccn3C)nnc2SCC(=O)N2CCC(C)CC2)cc1,0.9,0.3,-1.7,0.2,-1.9,-4,-0.8,-1,2,-2,-25
COc1ccc(OC)c(NS(=O)(=O)c2ccc3c(c2)CCC(=O)N3)c1,-0.5,-0.7,-2.0,0.0,-1.1,1,-1.5,-19,2,-28,2
CCCCc1ccc(N=N/C(C(=O)Nc2ccc(NC(C)=O)cc2OC)=C(/C)O)cc1,3.6,-0.7,-0.3,-0.1,-2.2,-4,-1.0,-5,-2,-8,-9
CCN(CC)S(=O)(=O)c1cc(NC(=O)CSc2nnc(-c3cccs3)o2)ccc1C,-0.7,1.0,3.2,-0.2,-1.9,-2,-0.7,-8,-2,-2,-13
O=C(C[C@@H]1C/C=C/CCCC(=O)O[C@H](c2ccccc2)CNC1=O)N[C@H](CO)Cc1ccccc1,-0.5,0.2,-0.8,0.0,-0.4,18,-1.0,0,-2,1,2
O=S(=O)(c1ccc(Cl)cc1)N1CCCC1c1nc(-c2ccc(Cl)cc2)no1 (centres undefined),0.7,0.3,-1.6,1.4,-0.7,15,-0.5,0,-4,2,-5
O=C(CCCc1nc(-c2ccccc2)no1)Nc1cccnc1,-0.2,-0.1,-1.5,0.0,-2.0,-2,-1.2,.,-1,.,-4
O=C1CCSc2c1ccc1ccccc21,1.7,0.7,0.4,3.2,0.0,-381,-0.5,-1,-1,1,10
COc1ccc(OCCNC(=O)c2ccccc2OCC(=O)Nc2ccc(NC(C)=O)cc2)cc1,0.3,-2.4,-1.8,-1.6,-1.2,-7,-1.5,3,1,1,-4
CC(=O)Nc1ccc(NC(=O)c2c(-c3ccccc3)noc2C)cn1,0.1,-1.2,5.7,2.2,0.0,-4,-0.9,1,-3,2,1
CCCn1c(CN2CCN(C(C)=O)CC2)nc2cc(S(=O)(=O)N(C)C)ccc21,-1.2,0.1,2.5,-1.1,-2.4,-8,-1.1,-2,-1,6,-2
Cc1ccc(OCCN2CCN(CC(O)Cn3c4ccccc4c4ccccc43)CC2)cc1 (centres undefined),-0.4,-0.2,.,.,0.3,1,-1.2,-6,-4,-3,-6
